TEAD-YAP inh: TEAD-YAP interaction inhibition; 640,000 tested, 1.4% active; inhibition, % at 9.12 µM; HEK-TIYL cells, TEAD-Gal4/YAP UAS-luciferase luminescence; in the data active = inhibition above about 32%;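 note: 0% = median of test compound wells and 100% = reference inhibitor wells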
GPR151 activ: activates the human receptor GPR151 | Q8TDV0 | activation, % at 11.2 µM | 650,000 tested, 1% active | PathHunter beta-arrestin GPR151 cells, luminescence; in the data active = activation above about 4.9%;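 note: 0% = median of compound wells and 100% = cells with positive control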
Target sequence (Q8TDV0 whole entry, looked up): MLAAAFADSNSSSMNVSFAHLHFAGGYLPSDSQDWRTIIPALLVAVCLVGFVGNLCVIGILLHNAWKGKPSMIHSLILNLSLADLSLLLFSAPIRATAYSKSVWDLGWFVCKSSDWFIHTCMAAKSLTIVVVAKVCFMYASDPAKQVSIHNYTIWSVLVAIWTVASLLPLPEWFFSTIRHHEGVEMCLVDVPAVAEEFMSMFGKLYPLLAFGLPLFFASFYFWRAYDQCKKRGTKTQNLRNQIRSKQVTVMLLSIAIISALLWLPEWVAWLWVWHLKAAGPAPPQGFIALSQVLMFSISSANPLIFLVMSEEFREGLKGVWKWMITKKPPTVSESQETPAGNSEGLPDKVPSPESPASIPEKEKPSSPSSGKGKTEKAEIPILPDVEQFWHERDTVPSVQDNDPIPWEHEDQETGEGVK
FBW7 act: human FBW7 E3 ligase activation, primary screen. Q969H0. 650,000 tested, 0.13% active. normalized activity (activation), % at 26.1 µM. AlphaScreen FBW7–phospho-cyclin E peptide binding, activator screen; in the data active = normalized activity above about 1.9%;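 note: purified mutant Fbw7 with reduced substrate affinity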
MITF inh: human MITF inhibition, primary screen; O75030; AlphaScreen MITF homodimerization, bead proximity signal; inhibition, % at 2.6 µM; 650,000 tested, 0.91% active; AID 1259374; in the data active = inhibition above about 50%;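 note: 0% = vehicle wells with protein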
Target sequence (O75030 whole entry, looked up): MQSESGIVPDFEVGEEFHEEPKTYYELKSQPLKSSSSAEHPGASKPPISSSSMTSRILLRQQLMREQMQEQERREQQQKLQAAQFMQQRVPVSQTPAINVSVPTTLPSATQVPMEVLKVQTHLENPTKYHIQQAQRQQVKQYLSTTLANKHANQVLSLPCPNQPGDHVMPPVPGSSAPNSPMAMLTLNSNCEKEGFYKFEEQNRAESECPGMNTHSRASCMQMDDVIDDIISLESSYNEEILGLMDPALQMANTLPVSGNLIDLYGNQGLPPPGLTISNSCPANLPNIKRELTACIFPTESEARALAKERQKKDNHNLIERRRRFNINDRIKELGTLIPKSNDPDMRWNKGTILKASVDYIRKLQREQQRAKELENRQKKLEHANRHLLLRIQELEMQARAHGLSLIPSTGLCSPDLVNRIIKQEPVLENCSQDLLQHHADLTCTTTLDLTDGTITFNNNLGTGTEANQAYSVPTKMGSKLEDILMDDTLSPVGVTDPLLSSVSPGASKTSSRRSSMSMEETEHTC
* marks the source's active call; other numbers are inactive results.

How did COc1ccc(N2CCN(C(c3ccccc3OC)c3nnnn3C(C)C)CC2)cc1 (configuration not stated) do in these assays?
TEAD-YAP inh: -7; GPR151 activ: -1.2; FBW7 act: -0.2; MITF inh: -2

Results for C=CCNc1oc(-c2ccco2)nc1S(=O)(=O)c1ccc(C)cc1 ?
TEAD-YAP inh: -3; GPR151 activ: 4.6; FBW7 act: 0.1; MITF inh: 5

What do the screens show for `Cc1nc(NC2CCN(Cc3nnnn3Cc3ccccc3)CC2)[nH]c(=O)c1C`?
TEAD-YAP inh: 1; GPR151 activ: -0.9; FBW7 act: 0.3; MITF inh: 22

Results for CCOc1ccc(NC(=O)CSc2ncnc3c2sc2ccccc23)cc1 ?
TEAD-YAP inh: 11; GPR151 activ: 1.2; FBW7 act: -0.2; MITF inh: 1

Results for O=C(NCC1(c2ccccc2)CCCC1)C1CC12CCN(C(=O)c1ccoc1)CC2 (configuration not stated) ?
TEAD-YAP inh: -1; GPR151 activ: 0.9; FBW7 act: -0.1; MITF inh: 9

How did COc1ccc(OCc2nnc(SCC(=O)O)n2N)cc1 do in these assays?
TEAD-YAP inh: 12; GPR151 activ: -0.6; FBW7 act: 0.5; MITF inh: 15

Results for O=C(Nc1ccc(O)c(-c2nc3ccccc3s2)c1)c1ccc([N+](=O)[O-])s1 ?
TEAD-YAP inh: 3; GPR151 activ: -0.2; FBW7 act: 0.2; MITF inh: -5

How did O=C(Cc1cccs1)N1CC[C@H]2[C@H](CCCN2C(=O)[C@H]2C[C@@H]3C=C[C@H]2C3)C1 do in these assays?
TEAD-YAP inh: 0; GPR151 activ: 0.4; FBW7 act: 0.0; MITF inh: -11

Results for NC1=NC(=O)C(CC(=O)Nc2ccc3c(c2)OCO3)S1 (configuration not stated) ?
TEAD-YAP inh: -6; GPR151 activ: -0.3; FBW7 act: -0.3; MITF inh: -8

Results for CCCC(=O)Nc1nnc(-c2cccnc2)s1 ?
TEAD-YAP inh: -2; GPR151 activ: -0.1; FBW7 act: 0.0; MITF inh: 4

Results for CC(CNC(=O)/C=C/c1ccccc1)NC(=O)/C=C/c1ccccc1 (configuration not stated) ?
TEAD-YAP inh: -13; GPR151 activ: 1.1; FBW7 act: -0.1; MITF inh: 9

How did O=S(=O)(Nc1ccccc1)c1ccc2ccccc2c1 do in these assays?
TEAD-YAP inh: -2; GPR151 activ: 1.0; FBW7 act: -0.1; MITF inh: 5

Results for CC1=C(C(=O)Nc2ccc(C)cc2C)C(c2ccc(N(C)C)cc2)n2ncnc2N1 (configuration not stated) ?
TEAD-YAP inh: 8; GPR151 activ: -0.4; FBW7 act: 0.0; MITF inh: 5

How did Cc1cc(C)cc(NC(=O)CSc2nc3c(cc2C#N)C(=O)CCC3)c1 do in these assays?
TEAD-YAP inh: 4; GPR151 activ: -1.0; FBW7 act: 0.3; MITF inh: 12

What do the screens show for `CC(=O)c1ccc(-c2cc(F)cc3c2OC(CNC(=O)CCn2ccc(C)n2)C3)s1` (configuration not stated)?
TEAD-YAP inh: 0; GPR151 activ: -0.6; FBW7 act: 0.2; MITF inh: 14

Results for COc1ccc(C2C3=C(Nc4ncnn42)c2ccccc2OC3c2ccc(Cl)cc2)cc1 (configuration not stated) ?
TEAD-YAP inh: -15; GPR151 activ: 0.7; FBW7 act: -0.1; MITF inh: 6

How did CCNc1nc(N2CCOCC2)nc(-n2nnc(C(=O)OCC)c2C)n1 do in these assays?
TEAD-YAP inh: -1; GPR151 activ: 1.2; FBW7 act: -0.1; MITF inh: -14

Results for O=c1[nH]cnc2nc(N/N=C/c3c(O)ccc4ccccc34)[nH]c12 ?
TEAD-YAP inh: 4; GPR151 activ: 1.1; FBW7 act: 0.1; MITF inh: -2

How did C/C(=C\C(=O)c1ccccc1)Nc1cc(F)c(F)cc1N do in these assays?
TEAD-YAP inh: 25; GPR151 activ: -6.2; FBW7 act: 0.1; MITF inh: -1

Results for CC1CCCCN1CCCNc1nc2ccccc2c2nc(-c3ccncc3)nn12 (configuration not stated) ?
TEAD-YAP inh: 80*; GPR151 activ: 0.7; FBW7 act: -0.4; MITF inh: 5

What do the screens show for `O=C(O)c1cc2cc(S(=O)(=O)O)ccc2cc1O`?
TEAD-YAP inh: -6; GPR151 activ: -2.3; FBW7 act: -0.1; MITF inh: 1

How did CC1CCCC(NC(=O)CN(C)S(=O)(=O)c2cc(Br)cnc2N)C1C (configuration not stated) do in these assays?
TEAD-YAP inh: -4; GPR151 activ: -1.9; FBW7 act: 0.0; MITF inh: -4

How did CN1CC(=O)N2CCN(CCCc3ccccc3)C[C@@H]2C1=O do in these assays?
TEAD-YAP inh: 5; GPR151 activ: 1.4; FBW7 act: -0.1; MITF inh: -7

How did COc1ccc(/C=N/N=C2\NC(=O)C(CC(=O)Nc3ccc(C)cc3)S2)c(OC)c1 (configuration not stated) do in these assays?
TEAD-YAP inh: 6; GPR151 activ: -1.4; FBW7 act: 0.1; MITF inh: 11

What do the screens show for `COc1ccc(N/C(=C(/C(Cl)=C(Cl)Cl)[N+](=O)[O-])n2cncn2)cc1`?
TEAD-YAP inh: -9; GPR151 activ: 0.6; FBW7 act: 0.2; MITF inh: -15

How did Cc1nnc(SCc2ccccc2F)n1NCc1cccs1 do in these assays?
TEAD-YAP inh: -25; GPR151 activ: 2.2; FBW7 act: -0.1; MITF inh: -2

How did CC1CCCC(C)N1C(=O)c1cc(F)c(F)cc1Cl (configuration not stated) do in these assays?
TEAD-YAP inh: -3; GPR151 activ: -0.1; FBW7 act: 0.0; MITF inh: 4

What do the screens show for `CCOC(=O)c1cnc2ccc(OCC)cc2c1Nc1ccc(F)c(Cl)c1`?
TEAD-YAP inh: -15; GPR151 activ: -0.2; FBW7 act: 0.1; MITF inh: -2

How did COC(=O)c1ccc(NC(=O)CNC(=O)C2CCCCC2)c(C)c1 do in these assays?
TEAD-YAP inh: 5; GPR151 activ: 0.3; FBW7 act: -0.1; MITF inh: 6

How did Cc1cc(C)nc(N2CCC(N(Cc3cccnc3)C(=O)Nc3cccc(F)c3)CC2)n1 do in these assays?
TEAD-YAP inh: 4; GPR151 activ: 2.9; FBW7 act: -0.1; MITF inh: 2

Results for CCc1nnc(NC(=O)c2cccc(N3C(=O)NC4CC3(C)Oc3ccccc34)c2)s1 (configuration not stated) ?
TEAD-YAP inh: 0; GPR151 activ: -0.1; FBW7 act: 0.2; MITF inh: 6

How did COc1cc(CN2CCSCC2)cc(OC)c1OC do in these assays?
TEAD-YAP inh: -1; GPR151 activ: 0.5; FBW7 act: -0.3; MITF inh: 21

What do the screens show for `CC(C)Oc1ccc(C2Nc3ccccc3NC3=C2C(=O)CC(C)(C)C3)cc1` (configuration not stated)?
TEAD-YAP inh: 12; GPR151 activ: 0.9; FBW7 act: 0.0; MITF inh: 1

What do the screens show for `COc1ccc(/C=C(\NC(=O)c2ccccc2)C(=O)NCC(C)C)cc1OC`?
TEAD-YAP inh: 9; GPR151 activ: -0.7; FBW7 act: 0.5; MITF inh: 1

What do the screens show for `O=C(c1ccccc1)N1CCN(C(=O)c2nn3c(C(F)(F)F)cc(-c4cccs4)nc3c2Br)CC1`?
TEAD-YAP inh: -9; GPR151 activ: 0.0; FBW7 act: -0.1; MITF inh: 1

How did COCC(C)NC(=O)C1CC(c2ccc(Cl)cc2)=NO1 (configuration not stated) do in these assays?
TEAD-YAP inh: -2; GPR151 activ: -0.9; FBW7 act: -0.2; MITF inh: -4

How did CCOC(=O)c1c(NC(=O)COc2ccc(F)cc2F)sc(C(C)=O)c1C do in these assays?
TEAD-YAP inh: 2; GPR151 activ: 0.7; FBW7 act: 0.0; MITF inh: -3

What do the screens show for `CSc1ccc(CNC(=O)Cc2ccc(NC(=O)C3=C(C)OCCS3)cc2)cc1`?
TEAD-YAP inh: 24; GPR151 activ: -0.6; FBW7 act: -0.3; MITF inh: 2

Results for NC(=O)COC(=O)c1ccccc1Nc1ccc(SC(F)F)cc1 ?
TEAD-YAP inh: -24; GPR151 activ: 0.9; FBW7 act: 0.0; MITF inh: 12

What do the screens show for `O=C(NCc1ccco1)C(=O)C1C(=O)Nc2ccccc21` (configuration not stated)?
TEAD-YAP inh: 3; GPR151 activ: 2.1; FBW7 act: -0.1; MITF inh: 0

How did O=C(NCC1CCCO1)c1ccc2c(c1)NC(=O)C(CSCc1cccc(F)c1)N2 (configuration not stated) do in these assays?
TEAD-YAP inh: 5; GPR151 activ: 0.3; FBW7 act: -0.1; MITF inh: 5

How did C/C(=N\Nc1nnc2c(n1)[nH]c1c(C)cccc12)c1ccc(C)o1 do in these assays?
TEAD-YAP inh: 28; GPR151 activ: 2.4; FBW7 act: 0.0; MITF inh: -3

How did CC1=CC(C)(C)N(C(=O)Nc2cccc(Cl)c2)c2cc(C)c(C)cc21 do in these assays?
TEAD-YAP inh: -20; GPR151 activ: 0.4; FBW7 act: -0.1; MITF inh: -4

Results for CC(=O)c1ccc(OCCCC(=O)NNC(=O)c2ccccc2)cc1 ?
TEAD-YAP inh: -36; GPR151 activ: -1.0; FBW7 act: -0.1; MITF inh: -8

How did COc1ccc(NC(=O)c2sc3nc4c(C)cccc4cc3c2N)cc1OC do in these assays?
TEAD-YAP inh: -12; GPR151 activ: 1.5; FBW7 act: 0.3; MITF inh: -7

How did CC1CCN(C(=O)CSc2nc3ccccc3n2CC(=O)NC2CCCC2)CC1 do in these assays?
TEAD-YAP inh: -3; GPR151 activ: 2.0; FBW7 act: 0.3; MITF inh: 1

Results for Cc1cccc(N=C2NC(=O)/C(=C\c3ccc(OCc4ccccc4)cc3)S2)c1 ?
TEAD-YAP inh: 4; GPR151 activ: 0.3; FBW7 act: 0.0; MITF inh: -11

How did CC12c3ccccc3C(c3ccccc31)C1C(=O)N(Cc3ccc(F)cc3)C(=O)C12 (configuration not stated) do in these assays?
TEAD-YAP inh: -2; GPR151 activ: 1.2; FBW7 act: 0.0; MITF inh: 13

What do the screens show for `C#CCN(Cc1ccco1)C(=O)CCc1nnc(Cc2ccc3c(c2)OCO3)o1`?
TEAD-YAP inh: -2; GPR151 activ: 0.2; FBW7 act: 0.0; MITF inh: -13

Results for O=C(c1ccccc1)c1ccc(OCC(O)CN2C(=O)c3ccccc3C2=O)cc1 (configuration not stated) ?
TEAD-YAP inh: -6; GPR151 activ: 2.5; FBW7 act: -0.2; MITF inh: 0

What do the screens show for `COc1ccc(C2CC(=O)N3CN(c4ccccc4OC)CSC3=C2C#N)cc1` (configuration not stated)?
TEAD-YAP inh: 0; GPR151 activ: -0.1; FBW7 act: -0.2; MITF inh: 14

How did CCN(CC)c1nc(NCCN(C(C)C)C(C)C)nc(N2CCN(c3ccccn3)CC2)n1 do in these assays?
TEAD-YAP inh: -2; GPR151 activ: -1.4; FBW7 act: 0.0; MITF inh: -3

How did CC(C)(C)C(=O)Nc1ccc(Br)cc1C(=O)O do in these assays?
TEAD-YAP inh: 1; GPR151 activ: -0.1; FBW7 act: 0.1; MITF inh: -4

Results for CC(NS(=O)(=O)c1ccc(OCC(=O)Nc2ccccc2Cl)cc1)c1ccccc1 (configuration not stated) ?
TEAD-YAP inh: -5; GPR151 activ: 0.0; FBW7 act: 0.2; MITF inh: 1

Results for Cc1nn(-c2ccccc2)c(C)c1/C=N/n1c(-c2ccncc2)n[nH]c1=S ?
TEAD-YAP inh: -7; GPR151 activ: 1.6; FBW7 act: 0.1; MITF inh: 11

Results for O=S(=O)(NCc1ccccc1Cl)c1cccc2nonc12 ?
TEAD-YAP inh: 0; GPR151 activ: -0.5; FBW7 act: 0.1; MITF inh: 12

How did CCC(C)N(C)C1CCN(C(=O)CNC(=O)/C=C/c2cccc(Cl)c2)CC1 (configuration not stated) do in these assays?
TEAD-YAP inh: 6; GPR151 activ: -0.1; FBW7 act: 0.0; MITF inh: 7

Results for C=CCOC(=O)/C(=C\c1ccc(OC)cc1)NC(=O)c1ccc(Br)cc1 ?
TEAD-YAP inh: -3; GPR151 activ: 2.1; FBW7 act: 0.1; MITF inh: 7

What do the screens show for `CCN(C(=O)COC(=O)/C(C#N)=C/c1ccc(N(C)C)cc1)C1CCS(=O)(=O)C1` (configuration not stated)?
TEAD-YAP inh: 7; GPR151 activ: 0.2; FBW7 act: 0.0; MITF inh: -6

Structural class: those above with an aryl thioether with sulfur outside any ring
Results for CCOc1ccc(NC(=O)CSc2ncnc3c2sc2ccccc23)cc1 ?
TEAD-YAP inh: 11; GPR151 activ: 1.2; FBW7 act: -0.2; MITF inh: 1

How did COc1ccc(OCc2nnc(SCC(=O)O)n2N)cc1 do in these assays?
TEAD-YAP inh: 12; GPR151 activ: -0.6; FBW7 act: 0.5; MITF inh: 15

How did Cc1cc(C)cc(NC(=O)CSc2nc3c(cc2C#N)C(=O)CCC3)c1 do in these assays?
TEAD-YAP inh: 4; GPR151 activ: -1.0; FBW7 act: 0.3; MITF inh: 12

How did Cc1nnc(SCc2ccccc2F)n1NCc1cccs1 do in these assays?
TEAD-YAP inh: -25; GPR151 activ: 2.2; FBW7 act: -0.1; MITF inh: -2

What do the screens show for `CSc1ccc(CNC(=O)Cc2ccc(NC(=O)C3=C(C)OCCS3)cc2)cc1`?
TEAD-YAP inh: 24; GPR151 activ: -0.6; FBW7 act: -0.3; MITF inh: 2

Results for NC(=O)COC(=O)c1ccccc1Nc1ccc(SC(F)F)cc1 ?
TEAD-YAP inh: -24; GPR151 activ: 0.9; FBW7 act: 0.0; MITF inh: 12

How did CC1CCN(C(=O)CSc2nc3ccccc3n2CC(=O)NC2CCCC2)CC1 do in these assays?
TEAD-YAP inh: -3; GPR151 activ: 2.0; FBW7 act: 0.3; MITF inh: 1

Screening results as filed in PubChem BioAssay.
